Bioassay records: PubChem BioAssay, National Center for Advancing Translational Sciences (NCATS)
Tau fluor counter: counter-screen for tau fibril formation inhibitors; Potency, µM (doses to about 57.7 µM), for inactives: top-dose activity change, negative = decrease; tau K18 P301L Alexa594 fluorescence, heparin fibrillization; AID 1463; hit rate 0.93% among 280,000; also: potency is read from the fitted curve at half-maximal effect; % is scaled to controls: 0 for no effect and ±100 for the full control effect; nearly all actives have a fitted effect of over 55% in size
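Human K18 P301L tau (15 uM unlabeled plus 0.24 uM Alexa 594-labeled, final) in 100 mM sodium acetate pH 7 was mixed with compound and 20 uM heparin and incubated 6 hr at 37 C.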
aGal spleen mod: inhibits or activates alpha-galactosidase in human spleen homogenate | Potency, µM (titrated, usually from 80 µM), inactives show at the highest dose activity change, negative = inhibition, usual class: inhibitors | hit rate 0.008% among 240,000 | human spleen homogenate, 4MU-alpha-Gal fluorescence, 40 min | AID 2107;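 also: potency is read from the fitted curve at half-maximal effect; 0% = enzyme with vehicle and -100% = no enzyme basal signal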
Target sequence (P06280 32-429 limits assumed): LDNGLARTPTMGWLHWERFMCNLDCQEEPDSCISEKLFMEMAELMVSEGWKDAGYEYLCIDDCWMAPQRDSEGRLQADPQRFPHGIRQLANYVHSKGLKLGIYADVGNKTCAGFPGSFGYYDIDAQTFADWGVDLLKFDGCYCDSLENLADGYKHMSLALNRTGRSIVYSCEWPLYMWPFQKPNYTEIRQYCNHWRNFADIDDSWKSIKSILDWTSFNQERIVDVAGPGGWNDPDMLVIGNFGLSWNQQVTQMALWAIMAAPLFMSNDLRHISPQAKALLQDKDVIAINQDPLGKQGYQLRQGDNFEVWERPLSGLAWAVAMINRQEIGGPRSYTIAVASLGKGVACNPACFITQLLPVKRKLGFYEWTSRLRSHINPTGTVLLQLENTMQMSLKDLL
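Inhibition or activation of alpha-galactosidase in human spleen homogenate is scored by 4-MU fluorescence after 40 min at 37C, pH 5.0, with 1 mM substrate. AC50s come from concentration-response fitted to the Hill equation.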
CBFb RUNX1 block: inhibitors of human CBF-beta and RUNX1 interaction. Q01196+Q13951. AlphaScreen CBFb-His/RUNX1-biotin binding, biochemical. Potency, µM (series often up to 59.8 µM), for the others: at the highest dose activity, negative = inhibition, actives largely listed as inhibitors. 230,000 tested, under 10 active. AID 1477; also: % of control where 0% means no effect
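Bead-based AlphaScreen assay; binding partners His-tagged CBF-beta and biotinylated RUNX1 at 30 nM each. Compound exposure 15 min after a 20-min protein preincubation; bead step 90 min; all steps at room temperature.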
NPSR antag: blocks cAMP signaling of the human neuropeptide S receptor; Q6W5P4; CHO-NPSR cells, cAMP TR-FRET, antagonist mode; Potency, µM (doses to about 38.3 µM), inactives show at the top dose activity change, negative = inhibition, most hits filed as inhibitors; hit rate 1% among 220,000; also: potency is read from the fitted curve at half-maximal effect; % is scaled to controls: 0 for no effect and ±100 for the full control effect; nearly all actives have a fitted effect of over 50% in size; many of its hits are not listed in these tables
Target sequence (Q6W5P4 whole entry, looked up): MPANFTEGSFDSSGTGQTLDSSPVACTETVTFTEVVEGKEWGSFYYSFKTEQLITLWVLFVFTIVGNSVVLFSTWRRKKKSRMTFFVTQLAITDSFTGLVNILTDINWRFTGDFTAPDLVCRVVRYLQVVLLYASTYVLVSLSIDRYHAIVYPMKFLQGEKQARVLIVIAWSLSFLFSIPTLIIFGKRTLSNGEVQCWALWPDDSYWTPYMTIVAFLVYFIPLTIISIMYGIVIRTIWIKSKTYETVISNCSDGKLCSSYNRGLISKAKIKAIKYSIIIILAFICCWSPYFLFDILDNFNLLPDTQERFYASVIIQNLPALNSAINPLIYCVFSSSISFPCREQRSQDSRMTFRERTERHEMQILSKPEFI
TexasRed fluor: alters Texas Red total fluorescence, flagging assay interference; TRb/SRC2 Texas Red total fluorescence interference; Potency, µM (titrated, usually from 106 µM), without a hit: top-dose fluorescence change, negative = quenching; hit rate 0.29% among 280,000; active = well fitted curve in either direction with a large enough effect; inconclusive = small, poorly fitted or top-dose-only effect; also: potency is read from the fitted curve at half-maximal effect; % is scaled to controls: 0 for no effect and ±100 for the full control effect
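Flags fluorescent or light-absorbing compounds by total fluorescence, S + 2P, at 555 nm excitation and 632 nm emission. Mixture: 20 nM Texas Red SRC2 peptide, 0.6 uM human TRb LBD, 1 uM T3, 5% DMSO; compound exposure 5 h at ambient temperature.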
Epigenetic reg: derepresses silenced GFP reporter in murine cells; murine LDR cells, GFP reporter derepression, 30 h; Potency, µM (highest dose often 53.9 µM), without a hit: at the top dose GFP activation, actives largely listed as activators; hit rate 0.2% among 280,000; AID 1865; also: potency is read from the fitted curve at half-maximal effect; % of control where 0% means no effect; nearly all actives have a fitted effect of over 60% in size
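Murine LDR cells carrying a silenced, genomically integrated CMV-driven GFP reporter were exposed to compound for 30 hours at 37 C. After PBS washes, GFP-positive cells (20–120 um objects) were counted by laser-scanning microplate cytometry.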
TRb-SRC2 inh: TRbeta-SRC2 interaction inhibition | P10828 | TRbeta-SRC2 peptide binding, fluorescence polarization; receptor liganded with 1 µM T3 | Potency, µM (doses to about 106 µM), without a hit: at the highest dose activity change, negative = inhibition, hits mostly inhibitors | hit rate 0.065% among 280,000;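 also: potency is read from the fitted curve at half-maximal effect; plate controls were bound peptide for no effect and peptide without receptor for full effect; nearly all actives have a fitted effect of over 50% in size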
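Human TRb ligand-binding domain (0.6 uM) is mixed with 20 nM Texas Red SRC2 peptide and 1 uM T3; after compound addition and 5 hr at ambient temperature, polarization is measured and normalized to unbound and bound controls.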
Tau FP inhib: inhibitors of human tau fibril formation. Potency, µM (doses to about 57.7 µM), without a hit: at the highest dose activity, negative = inhibition, hits mostly inhibitors. hit rate 0.39% among 280,000. K18 P301L tau heparin fibrillization, Alexa594 FP, 6 h. P10636; also: potency is read from the fitted curve at half-maximal effect; % is scaled to controls: 0 for no effect and ±100 for the full control effect; nearly all actives have a fitted effect of over 55% in size
Target sequence (P10636 561-689 P618L limits assumed): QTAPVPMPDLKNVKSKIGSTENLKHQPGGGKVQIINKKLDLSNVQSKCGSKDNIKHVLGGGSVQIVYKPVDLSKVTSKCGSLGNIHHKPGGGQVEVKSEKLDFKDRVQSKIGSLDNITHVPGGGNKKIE
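Heparin (20 uM) drove fibril formation of recombinant tau K18 P301L, 15 uM unlabeled with 0.24 uM Alexa 594 label, for 6 hr at 37 C in 100 mM sodium acetate pH 7. Fluorescence polarization (555/632 nm) read 1 hr after 30 uM ThT.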
* = called active by the depositor; ? = inconclusive; nt = no result given; [ ] = another dose, or the depositor's remark. Unless noted, calls follow the shape of the dose curve; as a rule, active = well fitted curve in the direction sought with a large enough effect; inconclusive = small, poorly fitted or top-dose-only effect, or another doubt; inactive = no such curve, though single readings can be large; an effect the other way counts as inactive or inconclusive. Not all compounds are listed (hit frequency here may not be typical).

Below each SMILES – Tau fluor counter	aGal spleen mod	CBFb RUNX1 block	NPSR antag	TexasRed fluor	Epigenetic reg	TRb-SRC2 inh	Tau FP inhib
O=C(COc1ccccc1)Nc1nn[nH]n1
    8%	7%	2%	4%[46.1 µM]	-5%	-1.0%	-5%	6%
COc1cc(NC(=O)CCCc2nnc3n(C)c(=O)c4sccc4n23)cc(OC)c1OC
    1%	nt	nt	nt	0%	3.2%	3%	1%
Cc1sc2nc[nH]c(=S)c2c1-c1ccccc1
    1%	-2%	-17%	-19%	0%	9.9%	0%	2%
CCN1CCc2c(sc(NC(=O)c3ccc(S(=O)(=O)N(C)C4CCCCC4)cc3)c2C(N)=O)C1
    -22%	nt	nt	nt	0%	6.5%	4%	-6%
O=C(CCNc1cccc(Cl)c1)c1ccco1
    -10%	3%	3%	-1%[46.1 µM]	-3%	12%	-2%	13%
CCc1nonc1NC(=O)c1oc2ccc(F)cc2c1C
    10%	nt	nt	nt	1%	-1.8%	5%	-8%
Cc1nc(N2CCCCC2)sc1C(=O)c1ccc(Cl)c([N+](=O)[O-])c1
    -26%	5%	?	?	-5%	-4.1%	-7%	-2%
Cc1ccc(C)c(NC(=O)c2sc(Cl)nc2-c2ccccc2)c1
    -15%	-2%	17%	-23%[46.1 µM]	-1%	-2.9%	-9%	-9%
Nc1nc(SCC(=O)NCc2ccccc2Cl)[nH]c(=O)c1NC(=O)c1ccccc1F
    2%	-1%	4%	24%	1%	3.0%	-5%	6%
Cc1cc(C)cc(NC(=O)Nc2ccc3c(c2)N(C)C(=O)CS3)c1
    11µM*[quencher]	-3%	2%	-25%[46.1 µM]	2%	-1.4%	-4%	?
O=C(CCCCn1c(=O)c2ccccc2n(CC(=O)Nc2cccc(F)c2)c1=O)NCc1ccccc1Cl
    -27%	nt	nt	nt	-1%	19%	4%	?
Nc1ccc(S(=O)(=O)c2cccc(N)c2)cc1
    -3%	-3%	8%	-5%[46.1 µM]	0%	-5.0%	-9%	6%
Cc1cccc(-c2noc(CCC(=O)NCc3ccco3)n2)c1
    -7%	9%	-4%	1%[46.1 µM]	2%	0.8%	0%	-1%
CN(C)C(=S)SCC(=O)Nc1ccc(Cl)cc1Cl
    -8%	4%	3%	3%	-1%	-3.0%	0%	-3%
COC(=O)c1cccc(S(=O)(=O)N2CCC(n3nnc4cc(F)ccc43)CC2)c1
    -12%	0%	17%	-24%[46.1 µM]	2%	2.9%	-18%	0%
Cc1cccc(N2CCN(C(=O)c3cc4c(=O)oc5ccccc5c4s3)CC2)c1C
    -15%	nt	nt	nt	-2%	-0.8%	3%	-4%
O=C(O)CCCNc1ccc(S(=O)(=O)N2CCCCC2)cc1
    -2%	-8%	5%	1%	-1%[53 µM]	0.4%	-6%[53 µM]	-2%
CCNCc1ccc(OCc2cccs2)c(OCC)c1
    -6%	7%	1%	15%	-5%	-0.4%	-3%	-5%
O=C(CC1SC(=NCC2CCCO2)NC1=O)Nc1cc([N+](=O)[O-])ccc1Cl (stereo unspecified)
    -7%	1%	8%	3%	1%	-0.2%	-9%	-1%
NC(=O)c1ccc(N2CCN(c3ccccc3O)CC2)c([N+](=O)[O-])c1
    -18%	6%	-22%	4%	1%	-1.4%	4%	5%
Cc1cc(C)c(NC(=S)NCC2CCN(C(C)c3ccccc3)C2)c(C)c1 (stereo unspecified)
    -16%	0%	0%	0%	0%	1.1%	-2%	?
Cc1ccc(Cn2c(CO)cnc2SCC(=O)NCc2ccccc2Cl)cc1
    -6%	nt	nt	nt	-1%	5.1%	-12%	2%
O=C(Nc1ccc(Cl)cc1)N1CCC(c2nc(-c3ccccc3Cl)no2)CC1
    ?	0%	12%	?	-1%	-0.1%	-2%	?
CCOC(=O)NNC(=S)Nc1c(C)n(C)n(-c2ccccc2)c1=O
    -13%	2%	-1%	-35%	-1%	-0.1%	-8%	-7%
CC(=O)c1cccc(Nc2ccc3cc(S(=O)(=O)N4CCCC4)ccc3n2)c1
    ?	nt	nt	nt	-2%	1.2%	-3%	?
OB(O)c1ccc(Br)cc1
    -5%	2%	18%	nt	-5%	5.2%	0%	4%
CCOC(=O)N1N=C(C)CC1(O)c1ccc(Cl)cc1 (stereo unspecified)
    -6%	-1%	-19%	6%	0%	1.2%	-12%	-2%
c1ccc2c(c1)CCN(c1nc3cc4c(cc3s1)OCO4)C2
    -17%	2%	-15%	12%[46.1 µM]	-4%	0.0%	6%	14%
CC(=O)Nc1ccc(NC(=O)C(C)OC(=O)C2(c3ccc(Cl)cc3)CCCC2)cc1 (stereo unspecified)
    ?	-1%	-3%	-24%[46.1 µM]	-5%	0.0%	-4%	-11%
CCCCn1c(-c2c(Cl)c(C)nn2C)n[nH]c1=S
    -2%	2%	-2%	18%	1%	1.4%	-2%	0%

Continued (six carried over from the part before).
Below each SMILES – Tau fluor counter	aGal spleen mod	CBFb RUNX1 block	NPSR antag	TexasRed fluor	Epigenetic reg	TRb-SRC2 inh	Tau FP inhib
CC(=O)c1cccc(Nc2ccc3cc(S(=O)(=O)N4CCCC4)ccc3n2)c1
    ?	nt	nt	nt	-2%	1.2%	-3%	?
OB(O)c1ccc(Br)cc1
    -5%	2%	18%	nt	-5%	5.2%	0%	4%
CCOC(=O)N1N=C(C)CC1(O)c1ccc(Cl)cc1 (stereo unspecified)
    -6%	-1%	-19%	6%	0%	1.2%	-12%	-2%
c1ccc2c(c1)CCN(c1nc3cc4c(cc3s1)OCO4)C2
    -17%	2%	-15%	12%[46.1 µM]	-4%	0.0%	6%	14%
CC(=O)Nc1ccc(NC(=O)C(C)OC(=O)C2(c3ccc(Cl)cc3)CCCC2)cc1 (stereo unspecified)
    ?	-1%	-3%	-24%[46.1 µM]	-5%	0.0%	-4%	-11%
CCCCn1c(-c2c(Cl)c(C)nn2C)n[nH]c1=S
    -2%	2%	-2%	18%	1%	1.4%	-2%	0%
CCCCC1=CC2=CC(=O)C(C)(OC(=O)CC)C(=O)C2=CN1Cc1ccc(OC)cc1 (stereo unspecified)
    2%[11.6 µM]	6%[17.5 µM]	3%[13.1 µM]	-6%	-2%[11.2 µM]	2.9%	4%[11.2 µM]	2%[11.6 µM]
NS(=O)(=O)c1ccc(CNC(=O)c2cnccn2)cc1
    -1%	8%	8%	8%	-3%	-0.7%	-12%	2%
CC(=O)N1CCC(N(CCN2CCOCC2)C(=S)Nc2ccc(C)cc2C)CC1
    1%	-4%	11%	16%	1%	0.1%	5%	1%
Cc1ccc2nc(C)c(C(=O)N/N=C/c3cccs3)cc2c1
    -7%	7%	-1%	-4%	-1%	2.2%	1%	-1%
CCCCCCCCCCCCC1CO1 (stereo unspecified)
    nt	-2%	11%[21.7 µM]	nt	2%	nt	3%	nt
CN(C)C(=O)[C@]1(C)C[C@H]1[C@H](NC(=O)CNC(=O)[C@@H]1CCCN1C(=O)[C@]1(C)C[C@H]1[C@H](NC(=O)OCc1ccccc1)c1ccccc1)c1ccccc1
    -7%	1%	?	nt	2%	7.6%	0%	1%
NC(=O)CSc1nnc2n(-c3ccccc3)c(=O)c3c4c(sc3n12)CCCCC4
    -4%	-2%	6%	?	1%	7.3%	0%	5%
CC1=C(C(=O)Nc2cc(C)ccc2C)C2(CCCCCC2)OC1=O
    -9%	nt	nt	nt	7%	-0.2%	7%	2%
Cc1c(Cl)cccc1NC(=O)CSc1ccc(-c2ccccn2)nn1
    8%	nt	nt	nt	-3%	5.2%	2%	-5%
COc1ccc(CC(=O)NC2CCCc3ccccc32)cc1 (stereo unspecified)
    0%	-3%	4%	2%	-2%	-1.9%	-1%	8%
Cc1nonc1C(=O)N/N=C/c1ccncc1
    6%	2%	2%	3%	1%	0.0%	3%	11%
COc1ccc(CCNc2oc(-c3ccc(OC)c(OC)c3)nc2C#N)cc1
    ?	0%	-14%	-28%[46.1 µM]	-2%	-2.9%	-1%	19%
O=[N+]([O-])c1ccc(/C=N/NC2=NS(=O)(=O)c3ccccc32)cc1
    -1%	3%	-6%	-28%	-2%	3.0%	3%	2%
FC(F)(F)c1cccc(-n2c(Cn3nnc4ccccc43)n[nH]c2=S)c1
    3%	-6%	-2%	0%	-2%	3.1%	-8%	7%
CCC1=C2CC[C@H]3C(=O)N(CC)C(=O)[C@H]3[C@H]2[C@@]2(C)C(=NCC(=O)OC)OC(=O)N2C1=O
    -5%	7%	7%	nt	-3%	1.6%	-4%	-1%
COC(=O)c1cncc(O)c1
    -8%	-3%	-2%	-7%[46.1 µM]	1%	0.0%	10%	1%
Cc1coc2c1c(C)cc1oc(=O)c(CC(=O)NCc3ccc(Cl)cc3)c(C)c12
    -15%	nt	nt	nt	-2%	-3.4%	-1%	-4%
CN1C(=O)c2ccc(NC(=O)C3CCCCC3)cc2C1=O
    -1%	7%	3%	-11%[46.1 µM]	-3%	0.8%	6%	3%
O=C(NCc1ccc2c(c1)OCO2)C(c1ccco1)N(C(=O)c1csnn1)c1ccccc1 (stereo unspecified)
    -2%	-5%	8%	-10%[46.1 µM]	-1%	3.2%	-5%	4%
CC[C@@H](C)[C@@H](C(=O)N1CCN(C(=O)OC(C)(C)C)CC1)n1cc(CCCCNC(=O)OC(C)(C)C)nn1
    2%	-4%	12%	24%	-2%	-0.8%	-6%	13%
CCCCNC(=S)NNC(=O)CCn1nc(C)c(Br)c1C
    -4%	3%	2%	?	0%	-1.4%	-10%	-5%
